Nrf2 inh – blocks Nrf2 signaling; A549 ARE-Fluc reporter, luciferase luminescence, 18-24 h; 360,000 tested, 2.1% active; Potency, µM (titrated, usually from 46 µM), inactives show at the highest dose activity change, negative = inhibition, actives largely listed as inhibitors; note: potency is the fitted concentration of half-maximal effect; % is set by controls: 0 for no effect and ±100 for the full control effect; nearly all actives have a fitted effect of over 60% in size
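Two sequential reads on A549 ARE_Fluc cells exposed to compound for 18-24 h: a CellTiter-Fluor fluorescence read for viability, then a luciferase luminescence read for Nrf2/ARE activity.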
Akt phos inh – Akt phosphorylation inhibition | Neuro2A IGF-stimulated pAkt S473 HTRF, 20 min; active compounds read low | activity change, % for hits at 50 µM | 360,000 tested, 0.32% active; in the data active = activity change below about -80%; inconclusive = mostly about -51% to -80%; note: % is set by controls: 0 for no effect and ±100 for the full control effect
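Neuro2A cells (4,500/well, DMEM with 0.5% FBS) were treated with compound at a single 50 µM final concentration, stimulated with 6 nM IGF for 20 min at 37 °C, and lysed. Phospho-Akt Ser473 was read by HTRF as 665/615 ratio ×10^4.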
TGFb SMAD3 inh – blocks TGF-b signaling; HepG2 CAGA-GFP TGF-b/SMAD3 reporter, GFP fluorescence, 18 h; TGF-beta stimulated, 500 pg/mL final; Potency, µM (series often up to 46.1 µM), without a hit: at the top dose activity, negative = inhibition, most hits filed as inhibitors; 410,000 tested, 1.2% active; note: potency is the fitted concentration of half-maximal effect; % is set by controls: 0 for no effect and ±100 for the full control effect; nearly all actives have a fitted effect of over 65% in size
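Per well, imaged GFP fluorescence of HEPG2 CAGA-GFP cells gives the signal; cells get compound, then TGF-beta (500 pg/mL final), 18 h at 37 degrees C; %Activity versus -TGF-beta and +DMSO controls.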
CCT chaperon mod – modulators of cytosolic chaperonin (CCT/TRiC) activity; activity change, % (concentration not given with the values), hits read low; 360,000 tested, 0.3% active; purified chaperonin ATPase assay, HTRF ADP detection, 30 min; AID 651819; in the data active = activity change below about -30%; note: % is set by controls: 0 for no effect and ±100 for the full control effect
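Nucleotide hydrolysis assay: TRiC at 20–40 nM final (set by batch activity) with 10 uM ATP, 30 min at 37 °C, in presence of 76 uM compound. Detection by competitive ADP HTRF, 30 min ambient.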
MmCpn inh – M. maripaludis TRiC chaperonin inhibition. 330,000 tested, 0.031% active. AID 504842. purified Mm-Cpn ATPase, ADP Transcreener TR-FRET. Potency, µM (doses to about 76.9 µM), inactives show at the highest dose activity, negative = inhibition, hits mostly inhibitors; note: potency is the fitted concentration of half-maximal effect; % is set by controls: 0 for no effect and ±100 for the full control effect; nearly all actives have a fitted effect of over 80% in size
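ATP (10 uM final) was added to archaeal chaperonin (25 nM final) after 10 min exposure to test compound at 37°C; after 30 min further incubation, ADP was detected by competitive TR-FRET.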
A549 tox – A549 cytotoxicity, counter-screen for Nrf2 inhibitors; A549 ARE-Fluc cells, CellTiter-Fluor viability, 18-24 h; Potency, µM (top dose mostly 46 µM), inactives show top-dose activity change, negative = cytotoxicity, most hits filed as inhibitors; 390,000 tested, 0.16% active; note: potency is the fitted concentration of half-maximal effect; % is set by controls: 0 for no effect and ±100 for the full control effect
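A549 ARE-Fluc cells in 5% FBS OPTI-MEM, 5000 cells/well, rested 2 h then exposed to compounds in concentration-response for 18-24 h at 37 °C. Viability by CellTiter-Fluor fluorescence (Ex 405/Em 525) after 30 min; luciferase luminescence (BugLite, 15 min, RT) read afterwards.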
Nrf2 ARE act – activators of Nrf2 (ARE) signaling; Potency, µM (highest dose often 46.1 µM), for the others: at the top dose activation, hits mostly activators; AREc32 ARE-luciferase reporter (MCF7-derived line), luminescence, 24 h; 410,000 tested, 0.31% active; AID 624171; note: potency is the fitted concentration of half-maximal effect; % of control where 0% means no effect; nearly all actives have a fitted effect of over 65% in size
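Luciferase luminescence (Steady-Glo, 30 min at room temperature) served as the read-out of ARE activation in AREc32 cells treated with compounds for 24 hr at 37 deg C.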
EPAC2 antag – blocks human EPAC2 exchange factor | 360,000 tested, 0.18% active | EPAC2 GEF exchange of Rap1B-BODIPY-GDP, fluorescence | Q8WZA2 | Potency, µM (doses to about 114 µM), for inactives: at the top dose activity, negative = inhibition, usual class: inhibitors; note: potency is the fitted concentration of half-maximal effect; % is set by controls: 0 for no effect and ±100 for the full control effect; nearly all actives have a fitted effect of over 45% in size; many of its hits are not listed in these tables
Target sequence (Q8WZA2 whole entry, looked up): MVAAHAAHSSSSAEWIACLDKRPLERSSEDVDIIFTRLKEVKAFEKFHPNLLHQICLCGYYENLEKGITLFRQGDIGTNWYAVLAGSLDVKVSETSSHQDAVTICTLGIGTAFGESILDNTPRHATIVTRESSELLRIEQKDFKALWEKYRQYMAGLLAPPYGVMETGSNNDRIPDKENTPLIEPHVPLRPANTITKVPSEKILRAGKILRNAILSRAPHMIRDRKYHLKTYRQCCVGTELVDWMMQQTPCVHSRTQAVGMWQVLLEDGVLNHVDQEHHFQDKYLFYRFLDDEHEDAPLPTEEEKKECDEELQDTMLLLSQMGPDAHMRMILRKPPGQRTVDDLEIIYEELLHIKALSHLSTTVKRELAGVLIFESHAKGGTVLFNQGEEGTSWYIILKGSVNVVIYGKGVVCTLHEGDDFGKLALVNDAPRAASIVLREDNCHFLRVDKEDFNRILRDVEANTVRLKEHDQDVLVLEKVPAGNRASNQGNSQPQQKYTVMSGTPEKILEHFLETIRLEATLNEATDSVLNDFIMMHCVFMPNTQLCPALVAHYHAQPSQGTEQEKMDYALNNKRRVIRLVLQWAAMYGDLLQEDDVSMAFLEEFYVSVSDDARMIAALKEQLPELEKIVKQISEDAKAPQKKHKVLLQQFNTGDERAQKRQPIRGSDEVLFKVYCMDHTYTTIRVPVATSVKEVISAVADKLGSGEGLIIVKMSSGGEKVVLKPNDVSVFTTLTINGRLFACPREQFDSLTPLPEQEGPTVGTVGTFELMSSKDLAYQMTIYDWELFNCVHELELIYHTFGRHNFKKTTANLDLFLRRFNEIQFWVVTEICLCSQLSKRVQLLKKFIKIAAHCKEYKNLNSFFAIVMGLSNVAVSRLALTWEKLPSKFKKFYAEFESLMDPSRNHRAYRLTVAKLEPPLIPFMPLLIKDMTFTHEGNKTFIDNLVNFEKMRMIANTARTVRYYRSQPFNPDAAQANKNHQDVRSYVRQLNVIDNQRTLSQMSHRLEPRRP
EPAC2 agonist – EPAC2 (human) agonism | Q8WZA2 | EPAC2 activation, biochemical qHTS; response scale: 100% = 6.5 mM cAMP response | Potency, µM (series often up to 154 µM), inactives show at the highest dose activation, most hits filed as activators | 360,000 tested, 0.079% active; note: potency is the fitted concentration of half-maximal effect; nearly all actives have a fitted effect of over 50% in size
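Nucleotide exchange monitored as fluorescence drop when BODIPY-GDP leaves Rap1B. Reaction: 100 nM EPAC2, 250 nM RAP1B-BODIPY-GDP, 50 uM GDP, room temperature, kinetic read over 30 min. Activity expressed relative to 6.5 mM cAMP.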
* hit, by the source's call; i = inactive; ? = inconclusive; . = no result given. Unless noted, calls come from the whole dose curve; as a rule, active = well fitted curve in the direction sought with a large enough effect; inconclusive = small, poorly fitted or top-dose-only effect, or another doubt; inactive = no such curve, though single readings can be large; an effect the other way counts as inactive or inconclusive.

1) CC(=O)Nc1ccc(NC(=O)CSc2nccn2Cc2ccccc2)cc1
2) Cc1cccn2c(=O)c3cc(C(N)=S)c(=N)n(CCCOC(C)C)c3nc12
3) CC(C)[C@@H](C(=O)N1CCN(C(=O)OC(C)(C)C)CC1)n1cc(CCO)nn1
4) CCCCn1c(N)c(N(CCC(C)C)C(=O)C2CC(=O)N(c3ccc4c(c3)OCCO4)C2)c(=O)[nH]c1=O (stereo not given)
5) COC(=O)C(CC(C)C)NC(=O)c1ccc([N+](=O)[O-])c(C)c1 (stereo not given)
6) CCOC(=O)c1ccc(NC(=O)CN2CCN(C(=O)c3ccco3)CC2)cc1
7) COc1ccc(OC)c(S(=O)(=O)N2CCCC(C(=O)N3CCOCC3)C2)c1 (stereo not given)
8) Cn1cc(S(=O)(=O)N2CCCC2)cc1C(=O)O

screen / no. | 1 | 2 | 3 | 4 | 5 | 6 | 7 | 8
Nrf2 inh | ? | -12% | 4% | 4% | 4% | -13% | ? | -11%
Akt phos inh | i | i | i | i | i | i | i | i
TGFb SMAD3 inh | -12% | -5% | 1% | -10% | 2% | 3% | 6% | -16%
CCT chaperon mod | 2.2 | -0.7 | 0.5 | -1.5 | -1.8 | 0.0 | -1.0 | -1.5
MmCpn inh | -1% | 0% | . | 1% | 0% | 2% | 0% | -1%
A549 tox | -3% | 17% | 9% | 12% | -16% | 2% | 12% | -1%
Nrf2 ARE act | -0.4% | 5.2% | -0.5% | 0.0% | 0.0% | -0.7% | -0.6% | 0.2%
EPAC2 antag | 15% | -13% | 0% | 2% | 2% | -3% | 3% | 7%
EPAC2 agonist | 6% | -20% | 6% | -9% | 1% | -1% | -2% | 7%

Whole records, looked up by structure.
Cn1cc(S(=O)(=O)N2CCCC2)cc1C(=O)O across the screens: Nrf2 inh: -11%; Akt phos inh: i; TGFb SMAD3 inh: -16%; CCT chaperon mod: -1.5; MmCpn inh: -1%; A549 tox: -1%; Nrf2 ARE act: 0.2%; EPAC2 antag: 7%; EPAC2 agonist: 7%
CC(=O)Nc1ccc(NC(=O)CSc2nccn2Cc2ccccc2)cc1 across the screens: Nrf2 inh: ?; Akt phos inh: i; TGFb SMAD3 inh: -12%; CCT chaperon mod: 2.2; MmCpn inh: -1%; A549 tox: -3%; Nrf2 ARE act: -0.4%; EPAC2 antag: 15%; EPAC2 agonist: 6%

Continuation:
9) Cc1cccc(Nc2ccc(NCc3ccccc3)nn2)c1
10) Cc1cc(C)c2nc(N3CCN(C(=O)c4cccs4)CC3)sc2c1
11) O=C(NCc1ccc(F)cc1)c1cc(C2CCCCN2C(=O)C2CCCCC2)on1 (stereo not given)
12) CC1CC(O)(CC(O)(c2ccccc2)c2ccccc2)C(C)CN1C (stereo not given)
13) O=C1NC[C@@H](CCCCN2C[C@H](Cc3ccc(O)cc3)N(CCC3CCCCC3)C(=O)C2=O)N(CCC2CCCCC2)C1=O
14) O=C(Cn1cc(S(=O)(=O)N2CCN(c3ccccc3F)CC2)c2ccccc2c1=O)NCCCN1CCCCCC1
15) COc1ccc(-c2ccc(/C=N/N3C(=O)C4C5C=CC(C6CC56)C4C3=O)o2)c([N+](=O)[O-])c1 (stereo not given)
16) CN1CCN(CCCN(Cc2ccco2)C(=S)Nc2ccc(Cl)cc2)CC1

screen / no. | 9 | 10 | 11 | 12 | 13 | 14 | 15 | 16
Nrf2 inh | 1% | ? | . | 1% | . | 14% | -20% | -17%
Akt phos inh | i | i | i | i | i | i | i | i
TGFb SMAD3 inh | -19% | -14% | -20% | 24% | . | 4% | 4% | -7%
CCT chaperon mod | 1.8 | -2.9 | 0.0 | -1.3 | -2.2 | -1.4 | -2.6 | 0.3
MmCpn inh | 0% | -3% | . | 0% | . | -1% | 0% | 4%
A549 tox | 17% | -3% | . | 1% | . | -2% | -3% | 0%
Nrf2 ARE act | 9.3% | 2.7% | 0.8% | 0.2% | -0.8% | 3.5% | -0.8% | 3.8%
EPAC2 antag | -19% | -14% | -20% | -1% | -18% | 0% | 6% | -19%
EPAC2 agonist | -3% | 20% | -3% | 3% | -2% | 8% | 3% | -2%

17) CSc1ccccc1NC(=O)c1cccs1
18) COc1ncnc2c1N[C@@](C)(O)c1c(F)c(F)c(F)c(F)c1S2
19) O=[N+]([O-])c1ccc2nc(CCCO)[nH]c2c1
20) O=C(c1ccc[nH]c1=S)N1CCN(S(=O)(=O)c2ccc(Br)cc2Cl)CC1
21) Cc1nc2c(=O)n(C)c(=O)n(C)c2nc1Cl
22) O=C(N/N=C\c1cc(Br)cs1)c1ccncc1
23) CCCCn1c(N)c(N(CC(C)C)C(=O)CN(C)S(=O)(=O)c2ccc(NC(C)=O)cc2)c(=O)[nH]c1=O
24) Cn1cnc2c(N/N=C/c3cccs3)ncnc21

screen / no. | 17 | 18 | 19 | 20 | 21 | 22 | 23 | 24
Nrf2 inh | . | -6% | -1% | -10% | 18µM* | 8% | 15% | ?
Akt phos inh | i | i | i | i | i | i | i | i
TGFb SMAD3 inh | 16% | -5% | 0% | -15% | 7.1µM* | -23% | 0% | -18%
CCT chaperon mod | -2.4 | -2.4 | -0.2 | 3.4 | -3.0 | 0.0 | -2.5 | -2.4
MmCpn inh | -11% | -1% | 2% | -3% | ? | 1% | -1% | 0%
A549 tox | -7% | -1% | 3% | -1% | ? | 12% | -9% | -1%
Nrf2 ARE act | 1.6% | 2.0% | -0.5% | 0.1% | ? | 7.5% | 0.2% | 2.2%
EPAC2 antag | -2% | 6% | 6% | -5% | 3% | 10% | 9% | 0%
EPAC2 agonist | 14% | 6% | 5% | -1% | 0% | 5% | 11% | 7%

25) CC(C)c1ccc(NNC(=O)C2CCC2)cc1
26) O=C(O)CCC(=O)NNc1nc(-c2ccccc2)c2cc(Cl)ccc2n1
27) O=C(COC(=O)c1ccc(Cl)cc1O)NCCN1C(=O)CSC1=O
28) O=C(Cc1ccc([N+](=O)[O-])cc1)OCc1ccc([N+](=O)[O-])cc1
29) CCOC(=O)C1CCN(C(=O)c2[nH]c(C(F)(F)F)nc2-c2ccccc2)CC1
30) COc1ccc(OC)c(N2C(=O)CC(NNC(=O)c3ccc4c(c3)OCO4)C2=O)c1 (stereo not given)
31) C[C@@H](NC(=O)c1nc[nH]c1C(=O)OCc1ccccc1)c1ccccc1
32) CCOc1ccc2nc(NS(=O)(=O)Cc3ccccc3)sc2c1

screen / no. | 25 | 26 | 27 | 28 | 29 | 30 | 31 | 32
Nrf2 inh | 12% | 4% | -26% | -10% | . | 16% | ? | 23%
Akt phos inh | i | i | i | i | i | i | i | i
TGFb SMAD3 inh | -3% | 9% | -15% | 0% | 1% | -12% | ? | -19%
CCT chaperon mod | 0.1 | -2.0 | -0.6 | -0.1 | 0.6 | -1.2 | 1.4 | -1.1
MmCpn inh | -4% | -1% | -7% | 3% | . | 2% | 1% | -2%
A549 tox | -2% | -2% | -9% | 0% | . | -3% | -14% | -27%
Nrf2 ARE act | 0.7% | -0.5% | -1.1% | -0.4% | -0.4% | 5.5% | 1.4% | -0.2%
EPAC2 antag | 4% | 14% | 0% | 11% | -9% | 10% | -2% | 4%
EPAC2 agonist | 1% | 10% | 18% | 16% | 1% | -2% | -15% | -1%

33) Cc1ccc(-c2cc(C(=O)Nc3ccncc3)c3ccccc3n2)cc1
34) Cc1c(C(=O)O)oc2c3c(ccc12)OCCO3
35) CN1CCN(C(=O)CN(C)S(=O)(=O)c2cc(Cl)ccc2Cl)CC1
36) CN1CCCC(CC2c3ccccc3Sc3ccccc32)C1 (stereo not given)
37) COC(=O)c1ccc(OC(=O)c2cccs2)cc1
38) COc1ccc(OC)c(N=C2C(=O)Nc3ccccc32)c1
39) COc1cc(/C=C/C(=O)O)ccc1OS(=O)(=O)c1ccc(C)cc1
40) COc1nc(OC/C(N)=N/O)nc(N2CCOCC2)n1

screen / no. | 33 | 34 | 35 | 36 | 37 | 38 | 39 | 40
Nrf2 inh | ? | 9% | -10% | -1% | 17% | ? | ? | -26%
Akt phos inh | i | i | i | i | i | i | i | i
TGFb SMAD3 inh | -8% | -2% | -17% | -19% | -9% | -22% | 8% | 18%
CCT chaperon mod | -0.3 | 0.2 | 2.6 | -1.1 | -3.2 | 2.6 | -0.8 | -1.7
MmCpn inh | 1% | -4% | 0% | 1% | 0% | -1% | -1% | 1%
A549 tox | ? | -1% | 0% | -2% | 1% | . | -7% | 1%
Nrf2 ARE act | 3.6% | 2.8% | -0.5% | 4.7% | 3.0% | 0.4% | -0.3% | -0.6%
EPAC2 antag | 2% | 10% | 28% | 5% | -9% | 4% | -11% | 0%
EPAC2 agonist | 11% | 7% | -2% | 7% | 0% | -7% | -6% | 12%

41) COCCCN1C(=O)C(CC(=O)NC2CCCC2)CC(C(=O)N(C(C)C)C(C)C)=C1C (stereo not given)
42) Cc1ccc(-c2noc(CN(C(=O)c3ccc(C(C)(C)C)cc3)C(C)C)n2)cc1
43) Cc1ccc(C(=O)OC(C)C(=O)Nc2ccc3c(c2)OCO3)c(O)c1 (stereo not given)
44) O=C(NCc1ccccc1C(F)(F)F)C1CCC(=O)N(CCCc2ccccc2)C1 (stereo not given)
45) CC(=O)NC(Cc1cccc(C)c1)C(=O)NC1CCN(C(=O)c2ccc([N+](=O)[O-])cc2)CC1 (stereo not given)

screen / no. | 41 | 42 | 43 | 44 | 45
Nrf2 inh | . | ? | 5% | -8% | -4%
Akt phos inh | i | . | i | i | i
TGFb SMAD3 inh | 6% | 1% | ? | 0% | -6%
CCT chaperon mod | -0.8 | . | 1.3 | -8.5 | 3.1
MmCpn inh | . | . | 0% | 3% | 1%
A549 tox | . | 1% | -3% | -5% | -8%
Nrf2 ARE act | -1.0% | -0.8% | 4.8% | -0.2% | -0.2%
EPAC2 antag | 2% | . | 7% | -4% | 9%
EPAC2 agonist | 2% | . | 2% | 13% | -1%

Only part of the results is shown, so the mix of outcomes need not match the whole.
